CF NFkB block – inhibitors of PAF-induced NF-kB signaling, primary screen, cell-based, GFP fluorescence, uHTS. hit rate 0.86% among 360,000. KKLEB NF-kB-GFP reporter, GFP fluorescence overnight. AID 588850, 2011. inhibition, % at 5 µM;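 active = at least 50% inhibition at 5 µM, scaled per plate between neutral and stimulator controls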;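 also: PAF is a Pseudomonas aeruginosa culture filtrate used as stimulus; plate controls were PAF-stimulated DMSO wells for no effect and unstimulated DMSO wells for full effect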
iPSC survival up – enhancers of single-cell hiPSC survival, primary screen, ATPlite luminescence. 100% = ROCK inhibitor wells, 0% = DMSO. survival enhancement, % at 20 µM. hit rate 0.044% among 360,000. AID 602274, 2012; in the data active = survival enhancement above about 18%;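 also: cells exposed to compounds for 16 hours before the ATP read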
TRAIL sens C8 – viability loss with TRAIL in NB7+C8 cells, primary screen, TRAIL sensitizer project, cell-based, ATPlite luminescence. hit rate 1% among 360,000. inhibition (viability loss, TRAIL sensitization), % at 10 µM;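 active = compounds causing at least 50% loss of cell viability in the single-dose screen, relative to plate controls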
EBV LMP1 NFkB – EBV LMP1-driven NF-kappaB luciferase reporter inhibitors, primary screen, cell-based, luminescence, single point; LMP1-induced NF-kappaB luciferase reporter cells; inhibition, % at 12.5 µM; hit rate 0.69% among 350,000; in the data active = inhibition above about 41%;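 also: 0% = neutral control wells and 100% = reference inhibitor control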
HIF-2a inh – HIF-2a reporter inhibitors, primary screen, luminescence, 786-0 RCC cells. 786-0 RCC cells HIF-2a reporter, luciferase luminescence, overnight. inhibition, % at 18.8 µM. hit rate 0.72% among 360,000;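 active = inhibition of the luminescence signal of 40% or more relative to plate controls, in a single-dose primary screen at 18.75 µM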
Shn3 inh set2 – reduction of Shn3 3'UTR firefly luciferase signal, primary screen, Schnurri-3 inhibitor project, cell-based, Clone20 osteoblasts, set 2. Clone20 osteoblast Shn3 3'UTR firefly luciferase, 24 h. inhibition, % at 12.5 µM. hit rate 0.52% among 360,000. AID 588674, 2011;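 active = mean inhibition of at least 75% with every replicate also reaching 75%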;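 also: 0% = median of neutral control wells and 100% = pilot-screen positive control compound; some compounds past the cut are filed as inactive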
Peg3 promoter – Peg3 promoter-driven luciferase inhibitors, primary screen, cell-based, HeLa, luciferase luminescence; hit rate 1.7% among 360,000; inhibition, % at 20 µM; HeLa PEG-Prom luciferase reporter, overnight;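 active = inhibition of at least 50% at 20 µM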
KKLEB cytotox – cytotoxicity in KKLEB CF airway cells, primary screen, cytotoxicity control for CF NF-kB inhibitor project, cell-based, uHTS, fluorescence assay plates; KKLEB CF airway cells viability, ATPlite luminescence, overnight; stronger effect = lower value; cells stimulated with P. aeruginosa culture filtrate; activity change (cytotoxicity), % at 5 µM; hit rate 0.36% among 360,000; AID 602141, 2011;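 active = corrected activity change at or below -50% at 5 µM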
TRPM1 prom inh – inhibitors of MITF-dependent TRPM1 promoter reporter, primary screen, cell-based, SK-MEL-5, single point, luciferase. SK-MEL-5 TRPM1 promoter luciferase, 24 h. inhibition, % at 12.5 µM. hit rate 0.83% among 330,000. AID 488899, 2010;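 active = mean inhibition across replicates of 60% or more, whatever share of single replicates reaches that level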; also: values of inactives mirror those of a sister screen read the other way
NR2E3 ag-1 – NR2E3 agonists in two-hybrid cells, primary screen, cell-based, luminescence, CHO-S, Gal4-NCOR/VP16-NR2E3. luciferase. inhibition of corepressor binding, % at 3.98 µM. hit rate 0.35% among 360,000. AID 602229, 2012;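 active = inhibition above the mean of all tested compounds plus 3 SD, cut at about 70% in these data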;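 also: 0% = DMSO with NR2E3 transfected cells and 100% = cells lacking NR2E3 construct; higher means lower luciferase signal from less NR2E3 corepressor binding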
Target sequence (Q9Y5X4 whole entry, looked up, the tested form may be a part): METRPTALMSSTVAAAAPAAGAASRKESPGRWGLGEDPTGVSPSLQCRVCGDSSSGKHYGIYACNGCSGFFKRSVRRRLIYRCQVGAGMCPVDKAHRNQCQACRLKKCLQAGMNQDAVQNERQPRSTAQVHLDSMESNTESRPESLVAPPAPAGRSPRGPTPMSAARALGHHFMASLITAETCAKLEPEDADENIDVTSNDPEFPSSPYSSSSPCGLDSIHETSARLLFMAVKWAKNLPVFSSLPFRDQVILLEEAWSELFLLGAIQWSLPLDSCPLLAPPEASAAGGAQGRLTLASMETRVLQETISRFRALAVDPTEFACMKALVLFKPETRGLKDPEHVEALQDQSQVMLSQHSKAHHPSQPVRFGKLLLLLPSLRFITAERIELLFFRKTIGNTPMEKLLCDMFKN
NR2E3 ag-2 – inhibitors of NR2E3-RetCOR corepressor binding, primary screen, NR2E3 agonist project, biochemical, TR-FRET, GST-NR2E3, biotin-RetCOR | 1536-well | inhibition of corepressor binding, % at 4.78 µM | AID 2300, 2010 | Photoreceptor-specific nuclear receptor (Homo sapiens), Q9Y5X4 | hit rate 0.12% among 320,000;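 active = percent inhibition above the cutoff of mean plus 3 SD of all tested compounds, set per screening campaign, cut at about 20% in these data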;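 also: 0% = DMSO wells and 100% = biotin wells as full block of FRET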
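Material: NR2E3–RetCOR corepressor complex / Amount: 1.35 nM GST-NR2E3 / Medium: Tris pH 7.5 / Compound: single nominal compound dose of 4.8 µM / Incubation: 5 h at 4 °C / Technique: TR-FRET, Eu(K)-anti-GST donor, streptavidin-D2 acceptor, ex 340, em 617/671 nm / Read-out basis: percent loss of FRET ratio relative to control wells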
Numbers without * were called inactive; nt = no result given. These rows are one share of the data. The share of hits here may be higher or lower than overall.

The opening two compounds, ahead of the listing:
SMILES	CF NFkB block	iPSC survival up	TRAIL sens C8	EBV LMP1 NFkB	HIF-2a inh	Shn3 inh set2	Peg3 promoter	KKLEB cytotox	TRPM1 prom inh	NR2E3 ag-1	NR2E3 ag-2
COc1ccccc1C(=O)C1CCCN(C(=O)c2ccc(C(C)=O)s2)C1 (stereo unspecified)	-22	-0.2	7	-1	0	8	-8	7	-6	0	-2
CC(C)NCC(O)c1cc(O)cc(O)c1 (stereo unspecified)	10	1.0	2	1	-9	12	-7	0	-8	-11	-2

Main list (from the top)
SMILES	CF NFkB block	iPSC survival up	TRAIL sens C8	EBV LMP1 NFkB	HIF-2a inh	Shn3 inh set2	Peg3 promoter	KKLEB cytotox	TRPM1 prom inh	NR2E3 ag-1	NR2E3 ag-2
COc1ccccc1C(=O)C1CCCN(C(=O)c2ccc(C(C)=O)s2)C1 (stereo unspecified)	-22	-0.2	7	-1	0	8	-8	7	-6	0	-2
CC(C)NCC(O)c1cc(O)cc(O)c1 (stereo unspecified)	10	1.0	2	1	-9	12	-7	0	-8	-11	-2
COc1ccc(Cl)cc1NC(=O)NCCN1CCNC1=O	-14	1.0	15	-10	14	30	14	5	-4	-27	-2
CN(C)CCCNC(=O)CC(c1ccc(F)cc1)c1ccco1 (stereo unspecified)	9	2.9	-8	-1	3	-7	5	-2	-9	-13	-2
CC1(C)NC(=S)NC1=S	-3	3.0	12	-8	4	1	-5	14	-3	-27	nt
CC(C)C(=O)Nc1cc2c3c(c1)CCC(=O)N3CCC2	3	0.0	-8	-3	2	-7	-6	27	8	0	2
O=C(NCc1ccccc1)C(c1ccc(F)cc1)N(C(=O)c1csnn1)C1CCCC1 (stereo unspecified)	-4	1.9	8	2	12	-6	20	9	nt	-12	2
Cn1c(=O)c2c(nc(Oc3ccccc3Cl)n2C)n(C)c1=O	43	0.2	-15	0	13	6	9	-2	-2	-19	nt
COc1cc(NC(=S)N2CCCC2)cc(OC)c1	5	0.5	12	-1	-23	-8	7	2	-2	12	nt
CC(=O)NCC(=O)N1CCCC(C(=O)c2ccc(Oc3ccccc3)cc2)C1 (stereo unspecified)	26	2.0	4	3	-20	3	5	1	-1	-19	1
COc1ccc(S(=O)(=O)N2CCC(O)(c3cccnc3)CC2)cc1OC	-5	1.1	-3	-1	13	2	8	7	-3	13	3
O=C(CCC(=O)N(CC(=O)NC1CCCCC1)c1ccc(F)cc1)Nc1ccccn1	-12	0.2	7	0	-4	-1	-5	-2	3	-2	5
COc1ccc(NC(=O)CN(C)C(=O)c2ccc(S(=O)(=O)N3CCOCC3)cc2)cc1	19	1.4	-13	4	10	-12	-1	-9	nt	-17	nt
CN1CCN(NC(=O)c2cc(-c3ccccn3)nc3ccccc23)CC1	2	-0.3	-6	-1	20	-3	8	4	10	-7	-1
CC(=O)C1=C(O)C(=O)OC1c1ccc(Cl)cc1 (stereo unspecified)	-11	-0.3	13	1	19	9	7	10	-1	8	0
Cc1cc(=O)[nH]c(SCC(=O)N2CCCC(C)C2)n1 (stereo unspecified)	-11	0.0	19	7	7	-7	8	-18	7	-9	6
S=c1sc2c(Cl)ncnc2n1-c1ccccc1	78*	6.3	-13	27	84*	-7	112*	-28	70*	-16	nt
CCOc1ccc(S(=O)(=O)Nc2cccc(C(=O)N3CCN(c4cccc(OC)c4)CC3)c2)cc1	-2	-0.5	-16	3	16	17	16	-9	2	7	2
CSc1cc(-c2ccc(Cl)cc2)n(Cc2ccccc2)c(=O)c1C#N	70*	-1.3	75*	-13	11	40	54*	-54*	10	-6	6
CC(=O)Nc1ccc(Nc2cc(C)nc3c(-c4ccc(Cl)cc4)c(C)nn23)cc1	-7	-2.3	9	-12	-10	33	27	3	-1	-10	-1
Cc1cccc(-c2noc(CSc3ccccc3)n2)c1	3	-0.3	8	-46	-269	-89	-307	-12	-74	-153	0
COCCc1nc2ccc(C(=O)N3CCCCC3COC)cc2o1 (stereo unspecified)	11	-0.3	-5	5	-16	-8	-30	12	-4	-25	-2
CCOc1ccc(-n2cc(C(=O)N3CCN(C)CC3)c3cc(OC)c(OC)cc3c2=O)cc1	-9	2.0	2	5	3	0	-19	5	-4	-9	-1
COc1ccc(C(=O)CNc2cccc(F)c2)cc1	1	-0.1	-22	-8	-76	-92	-29	3	-68	-127	1
O=C1CCC(C(=O)N2CCCCCCC2)CN1Cc1cccc(C(F)(F)F)c1 (stereo unspecified)	10	-0.2	-1	-8	4	-5	5	-4	-4	-13	2
NC[C@H](Cc1ccccc1)NCCCCC1CCCCC1	2	0.4	5	-1	9	1	-11	3	-5	15	5
C/C(CCc1ccc2c(c1)OCO2)=N\N=C(/N)SC1CC(=O)N(c2ccccc2F)C1=O (stereo unspecified)	3	1.8	3	1	4	0	13	3	4	-3	0
O=c1[nH]c(/C=C2\C=Nc3ccccc32)c(O)n1Cc1ccccc1F	-15	-0.1	39	-58	-31	70	28	-3	7	-25	1
CC1Sc2ccc(S(=O)(=O)NCc3ccccc3)cc2NC1=O (stereo unspecified)	-2	-0.2	-11	6	7	6	16	7	-9	9	-1
N=c1n(CC(=O)c2ccc(Br)s2)c2ccccc2n1Cc1ccccc1	2	-0.6	56*	-8	67*	14	101*	-34	90*	15	8
Cc1nc(C(=O)O)cc([N+](=O)[O-])c1C	-9	6.3	-2	3	13	-53	1	-19	nt	-5	nt
O=C(Nc1ccc(S(=O)(=O)N2CCOCC2)cc1)c1cc(S(=O)(=O)N2CCOCC2)ccc1Cl	-21	1.0	-17	5	15	47	1	8	10	4	-2
O=C(COc1ccccc1O)NCCN1CCOCC1	10	-0.1	9	8	5	6	0	-5	11	17	4
OC[C@@H]1CN(Cc2ccc(-c3ccccc3)cc2)C[C@H](n2cnc3c(NCc4ccncc4)ncnc32)O1	-13	0.2	22	nt	8	80	27	2	nt	55	nt
COc1cc(/C=N/NC(=O)c2ccccc2O)ccc1OC(=O)CC1SC(=O)NC1=O (stereo unspecified)	14	0.0	11	-1	-40	-15	-23	-1	-21	-7	0
O=C(NCCCn1ccnc1)c1ccc(S(=O)(=O)N2CCCCCC2)cc1	-3	2.7	2	-8	18	-12	29	4	-4	-5	1
Cc1ccc(CNC(=O)c2ccc(N3CCC4(CC3)CC(c3ccccc3)=NO4)c([N+](=O)[O-])c2)cc1	-17	-2.2	0	78*	10	57	1	-8	20	14	1
COC(=O)CN(c1ccc2c(c1)OCCO2)S(=O)(=O)c1ccccc1	4	-1.6	5	7	8	8	9	-6	-4	-6	0
COc1ccccc1NC(=O)NCCc1c[nH]c2ccccc12	-5	1.0	-3	-2	-4	5	35	0	8	-12	3
S=c1[nH]nc(-c2ccccc2)n1Cc1ccccc1	-8	-4.0	-7	2	-1	9	16	-3	2	-3	3
CC1=C(C(=O)N2CCCCCC2)CC(CC(=O)NCCN2CCOCC2)C(=O)N1Cc1ccccc1 (stereo unspecified)	-4	-0.3	11	nt	7	-24	2	-1	nt	-15	nt
COc1cc(/C=N/NC(N)=S)ccc1OCC(=O)Nc1ccc(C)c(C)c1	-30	-0.7	6	7	-5	0	-4	19	15	-26	-5
CC(C)CNC(=O)COC(=O)/C=C/c1ccccc1[N+](=O)[O-]	1	0.0	3	-16	8	-2	4	11	13	-13	-2
O=C(NCc1cccc(C(F)(F)F)c1)c1[nH]c(C(F)(F)F)nc1-c1ccccc1	20	-1.9	3	nt	-4	22	34	2	nt	91*	nt
O=C(CC1(O)C(=O)N(C/C=C/c2ccccc2)c2ccccc21)c1ccccn1 (stereo unspecified)	12	-2.5	14	-2	-21	-2	3	-22	-1	14	1
CC1(C(=O)Nc2ccc3c(c2)OCO3)CCN1C(=O)CC1CC1 (stereo unspecified)	-8	-2.7	-18	nt	-1	-8	-6	4	nt	-15	nt
Cc1cccc(N2CCN(CC(=O)Nc3nccs3)CC2)c1C	-14	-1.0	0	3	14	-6	5	1	5	-19	2
CCOC(=O)C1=C(CNCc2ccc(F)cc2)NC(=O)NC1c1cccc([N+](=O)[O-])c1 (stereo unspecified)	9	2.3	12	4	4	23	15	-6	3	-7	5
Cc1cc(NC(=O)CCC(=O)N(CC(=O)NCC2CCCO2)c2ccc(C)c(C)c2)no1 (stereo unspecified)	-9	1.7	1	-1	-7	-5	16	-1	8	16	2
Cc1ccc(S(=O)(=O)N(CC#N)CC#N)cc1	-10	-0.2	-15	2	7	7	11	-4	-3	1	-2
O=C(Nc1cccc(S(=O)(=O)N2CCOCC2)c1)c1ccc(Cl)c([N+](=O)[O-])c1	24	-1.8	-6	-1	20	8	19	-29	11	-40	3
C[C@@H](C(=O)NCCc1ccccc1F)N1C(=O)N2CCc3c([nH]c4ccccc34)[C@@]2(C)C1=O	-2	-0.7	6	0	-58	32	-45	-2	-17	-15	2
COC(=O)c1cccnc1NC(=S)NNC(=O)c1ccccc1	-9	0.5	-9	11	-55	-18	-47	-3	-1	0	-3
O=C1CCN(Cc2ccccc2)CCN1[C@H](CSc1ccccc1)c1ccccc1	-9	1.7	3	2	-62	-7	-23	-4	-9	-32	0
COc1ccc2c(c1OC)C(=O)N(c1ccc(OCc3ccccc3)cc1)C2=O	-10	-0.5	10	2	-3	-7	7	5	1	9	0
CC(=O)c1ccc(NC(=O)c2cnn3c(C(F)F)cc(C4CC4)nc23)cc1	1	2.9	-4	8	-39	-14	-42	2	-16	8	4
COC(=O)C1=C(C)N(C)C(C)=C(C(=O)OC)C1c1ccccc1C	12	3.8	-3	4	24	22	19	-6	8	-19	-3
COc1cc2c(cc1O)C(Cc1ccc(O)cc1)NCC2 (stereo unspecified)	30	0.4	4	-3	6	-1	-3	-4	1	-8	3
O=C(c1ccccc1)n1c(=O)cc[nH]c1=O	-26	-0.3	1	-4	6	10	-8	-2	-10	-3	0
CCCNC(=O)CSc1n[nH]c(=O)n1CCc1ccccc1	-8	-0.6	-4	3	18	-13	2	9	-6	-14	7
NC(=O)C1CCN(C(=O)C2CCN(S(=O)(=O)c3ccccc3)CC2)CC1	1	0.9	12	-1	8	-15	10	5	nt	-11	2
COc1ccc(/C=C/C(=O)Nc2ccccc2C(F)(F)F)cc1OC	-4	0.2	10	8	-26	-5	-9	-10	-15	-10	0
